# phage Ecoli inh – growth loss of phage-infected E. coli, primary screen, RecBCD inhibitor project, absorbance, with phage, HTS | inhibition, % at 11.9 µM | hit rate 0.26% among 360,000 | AID 651602, 2012; in the data active means inhibition above about 11%
# OPRM1-OPRD1 inv – inverse agonists of MOR-DOR heterodimerization, primary screen, cell-based, luminescence; Mu-type opioid receptor (Homo sapiens) + Delta-type opioid receptor (Homo sapiens), …; cell-based MOR-DOR heterodimer luminescence, inverse agonism; inhibition, % at 9.3 µM; hit rate 0.21% among 340,000; AID 504357, 2011; in the data active means inhibition above about 22%, passing the limit was not always enough;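 further: 0% = cells with DMSO and 100% = wells without cells with DMSO; values of inactives mirror those of a sister screen read the other way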
# PKA-R1A act – activators of PKA-R1A holoenzyme, primary screen, biochemical, fluorescence polarization, Cy5-IP20, bovine R1A, mouse PKAc. activation, % at 11.4 µM. AID 504707, 2011. PKA-R1A dissociation; scaled: DMSO 0%, 113 µM cGMP 100%. hit rate 0.083% among 340,000. cAMP-dependent protein kinase type I-alpha regulatory subunit (Bos taurus) + …;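 active means percent activation above the mean of all tested compounds plus 3 SD, cut at about 19% in these data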;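 further: higher means more PKAc released from R1A so a rise in polarization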
# Arr AP2 block – inhibitors of beta-arrestin/AP2 binding, primary screen, biochemical, GPCR trafficking, flow cytometry | beta-arrestin 1 C-terminal peptide binding to AP2 beta2-adaptin appendage (human) | FITC-arrestin peptide / GST-AP2 beads; AP2 beta2 appendage carries R879A mutation | inhibition, % at 10 µM | hit rate 0.31% among 340,000 | AID 504490, 2011;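 active means inhibition above a set limit, near 3 SD of compounds lacking own fluorescence, cut at about 54% in these data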;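 further: plate controls were DMSO wells for no effect and 5 µM unlabelled arrestin peptide for full effect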
#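 System: GST-tagged AP2 beta2-adaptin appendage (R879A) on 4 µm glutathione beads / Reagent: FITC-arrestin peptide, 50 nM / Detection: HyperCyt-sampled flow cytometry, FL1 channel, ex 488/em 535 nm / Timing: 12 min plus 1 h, RT / Buffer or medium: PBS plus Tween 20 (0.05%) and BSA (0.1%)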
# Mot1-301 SUMO – yeast Mot1-301 growth rescue at high temperature, primary screen, SUMOylation pathway inhibitor project, S. cerevisiae, ATP luminescence, 38.5C | S. cerevisiae Mot1-301 growth rescue; percent above DMSO median, 100 means doubled | growth rescue, % at 18.8 µM | hit rate 1% among 320,000;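 active means every valid replicate shows activation above 250% relative to neutral control wells; inactive means the rest, any valid replicate at or below 250%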;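 further: OY570 slx delta 5 strain wells were the positive control but not used for scaling; some compounds called inactive have numbers as strong as hits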
# DSG3 Ab inh – inhibitors of pemphigus antibody binding to DSG3, primary screen, biochemical, bead-based, flow cytometry, scFv-GFP; AID 588358, 2011; hit rate 0.48% among 310,000; DSG3-coupled beads, scFv-anti-DSG3-GFP binding; hits give low values; Desmoglein-3 (Homo sapiens), P32926; binding (percent of control), % at 10 µM;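 active means binding more than 3 SD below its plate's average and above zero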;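 further: hits lower antibody fragment binding to DSG3; some compounds called inactive have numbers as strong as hits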
# Target sequence (P32926 whole entry, looked up, the tested form may be a part): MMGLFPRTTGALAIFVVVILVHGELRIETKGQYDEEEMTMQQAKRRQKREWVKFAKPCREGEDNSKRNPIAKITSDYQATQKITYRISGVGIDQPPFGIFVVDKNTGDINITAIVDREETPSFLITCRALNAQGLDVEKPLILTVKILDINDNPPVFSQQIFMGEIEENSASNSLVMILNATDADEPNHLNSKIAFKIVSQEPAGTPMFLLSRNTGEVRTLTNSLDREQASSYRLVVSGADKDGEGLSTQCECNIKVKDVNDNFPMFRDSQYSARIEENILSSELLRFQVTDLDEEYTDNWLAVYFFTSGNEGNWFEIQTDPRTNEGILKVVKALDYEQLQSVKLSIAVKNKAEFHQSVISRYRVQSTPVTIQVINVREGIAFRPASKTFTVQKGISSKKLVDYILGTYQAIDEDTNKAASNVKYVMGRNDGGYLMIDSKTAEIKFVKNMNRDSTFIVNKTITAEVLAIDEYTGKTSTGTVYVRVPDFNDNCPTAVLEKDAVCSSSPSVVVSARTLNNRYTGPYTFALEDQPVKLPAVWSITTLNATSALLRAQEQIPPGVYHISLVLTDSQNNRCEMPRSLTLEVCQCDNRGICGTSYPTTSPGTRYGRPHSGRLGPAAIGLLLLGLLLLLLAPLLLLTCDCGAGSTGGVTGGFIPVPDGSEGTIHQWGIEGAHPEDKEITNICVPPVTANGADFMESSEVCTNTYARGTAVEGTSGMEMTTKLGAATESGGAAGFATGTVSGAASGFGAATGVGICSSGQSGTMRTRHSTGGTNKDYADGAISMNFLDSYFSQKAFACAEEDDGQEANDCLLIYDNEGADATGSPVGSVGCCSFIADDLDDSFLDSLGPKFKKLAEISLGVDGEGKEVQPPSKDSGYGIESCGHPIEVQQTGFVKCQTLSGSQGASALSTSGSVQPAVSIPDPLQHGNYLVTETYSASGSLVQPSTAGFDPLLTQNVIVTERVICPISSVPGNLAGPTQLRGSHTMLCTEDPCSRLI
# MOR-DOR ag – agonists of OPRM1-OPRD1 heterodimerization, primary screen, cell-based, luminescence. Mu-type opioid receptor (Homo sapiens) + Delta-type opioid receptor (Homo sapiens), …. cells. activation, % at 9.3 µM. hit rate 0.3% among 340,000. AID 504326, 2011; in the data active means activation above about 18%;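 further: 0% = vehicle-treated cells and 100% = reference agonist; values of inactives mirror those of a sister screen read the other way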
# AddAB inh – growth inhibition of E. coli expressing H. pylori AddAB, primary screen, AddAB inhibitor project, absorbance | inhibition, % at 11.9 µM | hit rate 0.29% among 330,000; in the data active means inhibition above about 12%;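 further: 0% = vehicle wells of infected cells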
# E coli growth – E. coli V3065 growth inhibition, primary screen, counter-screen for AddAB inhibitor project, absorbance, OD600 | inhibition, % at 11.9 µM | AID 449728, 2010 | hit rate 0.27% among 330,000 | 18 h;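 active means inhibition above the campaign's mean inhibition across all tested compounds plus 3 SD, cut at about 9.9% in these data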;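 further: uninfected addAB+ strain grown without phage in ampicillin broth; 0% = DMSO wells and 100% = ciprofloxacin 0.95 µg/ml wells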
# Tat export inh – E. coli Tat export inhibitors, primary screen, MC4100, TorA-mCherry reporter, fluorescence, single point; inhibition, % at 10 µM; hit rate 0.036% among 340,000;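 active means mean replicate inhibition at least 50% and at least half of replicates individually reaching 50%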;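 further: exported cargo escapes ClpAP degradation while cytoplasmic cargo is degraded and loses fluorescence; 0% = median of neutral control wells and 100% = median of NaSCN control wells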
# PfHsp90 set2 – growth inhibition of PfHsp90-expressing yeast, primary screen, antimalarial PfHsp90 inhibitor project, S. cerevisiae, BacTiter-Glo luminescence, single point, set 2. inhibition, % at 9.4 µM. AID 504621, 2011. hit rate 0.32% among 310,000. BacTiter-Glo ATP, 48 h; yeast lacking PDR1 and PDR3 efflux regulators;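 active means every replicate shows inhibition above about 80%, whatever the replicate mean, limit read from the data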;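 further: 0% = DMSO neutral controls and 100% = 20 µM radicicol positive controls; yeast relying on Plasmodium falciparum Hsp90 in place of its own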
# * = called active by the depositor; i = inactive; · = no result given; & = joins results of further samples.
SMILES,phage Ecoli inh,OPRM1-OPRD1 inv,PKA-R1A act,Arr AP2 block,Mot1-301 SUMO,DSG3 Ab inh,MOR-DOR ag,AddAB inh,E coli growth,Tat export inh,PfHsp90 set2
COC(=O)c1ccc(NC(=O)C(OC)c2ccccc2)cc1 (centres undefined),4.1,-6,-5,-2,-12,96,1.2,2.0,0.8,-6,-11
C=CCNC(=S)Nc1ccc2nc(C)c(C)nc2c1,1.2,13,-8,35,182,97,-2.6,-2.9,-0.1,5,-12
CCC(=O)NNc1ncnc2ccccc12,3.4,-1,-3,3,7,98,0.1,3.4,-0.8,-7,-12
Cc1ccsc1CNC(=O)c1c(-c2ccccc2)noc1C,3.8,7,8,1,74,104,-1.4,7.5,-1.8,3,-12
CCOC(=O)COc1ccc(C2CC(C)=NN2c2ccccc2)cc1 (centres undefined),1.7,-18,-3,0,6,103,3.3,-0.4,-1.2,-4,19
CCOc1ccccc1C(=O)N1CCC(C(=O)c2ccc(F)cc2)CC1,2.4,9,1,-12,2,·,-1.6,-1.2,-1.1,5,·
O=C(O)C1=C(OCc2ccc(F)c(F)c2)C(=O)NCC1,1.4,·,·,-4,9,101,·,2.7,-1.5,-4,26
O=C(c1cnc2sccn2c1=O)N1CCc2ccccc2C1,2.1,-5,-2,-5,21,93,0.8,0.3,1.7,-8,24
Cc1c(C(=O)O)oc2ccc(S(=O)(=O)N3CCCCC3C(=O)O)cc12 (centres undefined),1.4,15,-9,19,-1,109,-3.0,3.0,0.8,1,-6
CCOC(=O)c1[nH]c(C)c(C(=O)OCC(=O)N2CCc3ccccc32)c1C,1.8,-1,3,-3,-10,88,0.1,-1.5,0.2,1,·
O=C(Nc1ccccc1N1CCCC1)c1cccnc1,1.4,12,6,-1,-22,·,-2.4,0.3,-1.4,1,7
Cn1nc(C(C)(C)C)cc1C(=O)Nc1nc2c(s1)C(=O)CC(C)(C)C2,-0.2,0,6,0,222,103,-0.1,1.6,-1.7,1,16
COc1ccc(C(=S)N2CCOCC2)cc1OC(=O)c1ccccc1Cl,-3.8,6,-4,32,1,94,-0.9,5.4,0.9,-1,4
CCO[C@@H]1OC(C(=O)O)=C[C@H](C2CCCCC2)[C@H]1CCCO,3.2,10,3,14,33,109,-1.7,3.1,0.4,-1,2
Cc1noc(C)c1COC(=O)c1cccc(S(=O)(=O)N2CCOCC2)c1,1.6,-3,0,-9,2,96,0.5,3.2,2.0,53*,11
Cc1cc(Cl)c2cc3ccccc3cc2n1,-0.9,6,-7,-9,17,100,-1.2,1.7,3.4,-3,7
CCSC(C)CC1CC(=O)CC(=O)C1 (centres undefined),1.4,8,-2,2,6,106,-2.0,3.4,-1.0,2,15
CNC(=O)c1sccc1Oc1ccc(F)cc1[N+](=O)[O-],4.3,5,8,-5,-16,98,-1.0,3.6,0.6,-5,-12
COc1ccc(C(=O)NC(=O)NC2(C(Cl)(Cl)Cl)OCCO2)cc1,2.4,-19,0,-7,2,111,4.0,0.0,-0.3,-6,·
O=C(CN1CCC(Cc2ccccc2)CC1)NCCc1ccc(F)cc1,1.9,-4,12,-5,-11,115,0.8,-0.4,-0.5,-1,-3

# The last 5 compounds of the part before lead into the next:
SMILES,phage Ecoli inh,OPRM1-OPRD1 inv,PKA-R1A act,Arr AP2 block,Mot1-301 SUMO,DSG3 Ab inh,MOR-DOR ag,AddAB inh,E coli growth,Tat export inh,PfHsp90 set2
Cc1cc(Cl)c2cc3ccccc3cc2n1,-0.9,6,-7,-9,17,100,-1.2,1.7,3.4,-3,7
CCSC(C)CC1CC(=O)CC(=O)C1 (centres undefined),1.4,8,-2,2,6,106,-2.0,3.4,-1.0,2,15
CNC(=O)c1sccc1Oc1ccc(F)cc1[N+](=O)[O-],4.3,5,8,-5,-16,98,-1.0,3.6,0.6,-5,-12
COc1ccc(C(=O)NC(=O)NC2(C(Cl)(Cl)Cl)OCCO2)cc1,2.4,-19,0,-7,2,111,4.0,0.0,-0.3,-6,·
O=C(CN1CCC(Cc2ccccc2)CC1)NCCc1ccc(F)cc1,1.9,-4,12,-5,-11,115,0.8,-0.4,-0.5,-1,-3
Cc1ccc(NC(=O)c2ccc(S(=O)(=O)Nc3c(C)n(C)n(-c4ccccc4)c3=O)cc2)nc1,1.5,6,-4,11,-20,103,-1.0,-0.2,0.3,-2,·
Cc1cc(C)c(C#N)c(SCCN2CCOCC2)n1,-1.9,13,-3,-3,-3,113,-2.4,-0.5,-0.2,2,7
CCOc1nc(NC2CCCCC2)nc(NC(C)(C)C)n1,1.7,-31,1,0,-10,101,5.4,-0.5,-0.8,12,39
C/C(=N\NC(=O)c1c(Cl)c(C)nn1C)c1ccc(NC(=O)COc2ccc(Cl)cc2C)cc1,4.0,12,-1,-7,5,115,-2.6,2.9,0.1,-3,-3
Clc1ccc(Cn2nnc(-c3ccc(N4CCOCC4)cc3)n2)cc1,2.1,2,-5,2,287,102,-0.3,0.0,-1.3,9,3
COc1ccc(CNC(=O)Cn2c(=O)oc3cc(S(=O)(=O)N4CCCC4)ccc32)cc1,3.9,15,-4,-3,-8,105,-3.0,2.4,1.1,-11,16
CCOCc1nnc(NS(C)(=O)=O)s1,1.2,10,-4,-1,8,107,-2.0,3.4,-1.4,-1,·
CC1CCCCC1NC(=O)CCn1c(=O)sc2ccccc21 (centres undefined),0.5,17,3,10,1,101,-3.3,-0.7,0.2,4,-3
COc1cc(-n2c(=O)c3ccccc3n(Cc3cc(=O)n4ccccc4n3)c2=O)cc(OC)c1OC,2.5,14,-3,4,-12,98,-2.3,5.7,0.5,-4,2
O=C(CSc1nnc(-c2ccncc2)o1)NCc1ccc(Cl)cc1,2.8,4,1,17,58,106,-0.5,-0.3,-2.1,1,-10
O=C(CCCOc1ccccc1)N1CCN(c2ccc(F)cc2)CC1,0.9,12,-6,-11,15,110,-2.5,2.8,-0.5,6,·
Cc1ccc(N(C(=O)C2CCC(=O)N2)C2(C(=O)NC3CCCCC3)CCCCC2)cc1 (centres undefined),1.7,0,14,-11,5,94,0.0,1.4,0.0,-2,21
O=C(Cn1c(-c2ccccn2)nc2ccccc21)N/N=C/c1cccnc1,0.0,·,·,-11,13,93,·,-1.6,-1.9,2,7
Cc1ccc(S(=O)(=O)N(C)c2ccccc2C(=O)Nc2ccc3c(c2)OCCO3)cc1,1.5,-20,-6,2,284,98,3.6,3.2,1.0,-2,12
Cc1ccc(C(=O)N/C(=C\c2cn(C)c3ccccc23)C(=O)NCCCN2CCOCC2)cc1,1.8,22,3,29,4,103,-4.4,2.8,-2.6,-2,-12
O=C(NC(=S)Nc1cccc(Cl)c1N1CCCC1)c1ccc(-c2cccc([N+](=O)[O-])c2)o1,0.2,10,-4,21,-7,99,-1.9,-0.1,-2.2,-12,-11
CCCCNc1c(-c2ccc(SC3CCCCC3)c(OC)c2)nc2ccc(C)cn12,3.3&3.3,-8,5,2,0,110,1.6,2.2,-0.9,-4,-3
Cn1cc(S(=O)(=O)Nc2ccc(F)c(Cl)c2)c(=O)n(C)c1=O,-0.2,7,-10,7,6,115,-1.3,-2.1,-0.2,8,-20
CC(C)CC(=O)Nc1ccc(N2CCN(S(C)(=O)=O)CC2)cc1,2.2,12,-2,7,5,107,-2.3,2.2,0.9,-11,10
CCOC(=O)C1(Cc2ccccc2C)CCCN(Cc2ccc(NC(C)=O)cc2)C1 (centres undefined),5.0,-97,-6,6,-10,104,18,-3.7,-2.4,7,-24
CN1CC(=O)N(CC(=O)Nc2ccc(SC(F)F)cc2)C1=O,2.5,2,1,-10,3,109,-0.4,-1.2,0.1,5,-2
Cc1ccc2c(C(=O)CN3CCN(c4ccccc4)CC3)c(C)[nH]c2c1,3.4,1,-21,19,i,·,-0.3,1.4,-0.6,-4,0
Cc1cccc(OCC(=O)NNC(=O)c2ccc3nc[nH]c3c2)c1,1.1,-2,6,-15,14,98,0.5,-0.9,0.3,1,10
COc1ccc(C(=O)Nc2cc3c(cc2C(=O)O)OCCCO3)c(OC)c1,1.5,1,4,4,-2,92,-0.1,0.4,-2.0,1,-3
C=CCNC(=S)N/N=C/c1ccc(-c2cc(Cl)ccc2Cl)o1,2.5,1,2,-1,-7,104,-0.1,0.4,2.9,2,-8
NC(=O)c1nn(Cc2ccccc2)c(=O)c2ccccc12,3.9,-3,-1,8,5,112,0.4,0.2,-0.1,18,-44
COC(=O)c1cc(N=Nc2sc(N)nc2C)cc(C(=O)OC)c1,0.8,5,-9,1,17,94,-0.9,0.7,0.6,2,10
O=C(CSc1nc2ccsc2c(=O)n1CC1CCC(C(=O)O)CC1)c1ccc(F)cc1 (centres undefined),2.4,-12,0,27,-9,109,2.3,0.1,-0.1,12,-7
CCOC(=O)c1ccc(Cl)c(S(=O)(=O)N2CCCC2)c1,2.7,-1,-11,28,-32,98,0.2,1.9,-1.7,-5,22
